3CLpro inhibitor = SARS-CoV 3CLpro protease inhibition; inhibition, % at 6 µM; AID 1706; recombinant SARS-CoV 3CLpro, quenched FRET peptide cleavage; 0.14% of 290,000 active; in the data active = inhibition above about 12%
TcdB GH inh = blocks C. difficile toxin B glycohydrolase activity. P18177. TcdB glycohydrolase enzymatic assay, plate reader. inhibition, % at 9.99 µM. 0.24% of 350,000 active. AID 652162; in the data active = inhibition above about 10%
DUSP3 inh = blocks human VHR1 dual specificity phosphatase. P51452. recombinant VHR phosphatase, pNPP absorbance. inhibition, % at 13.3 µM. 0.52% of 290,000 active; in the data active = inhibition above about 50%; also: some compounds called inactive have numbers as strong as hits
Target sequence (P51452 whole entry, looked up): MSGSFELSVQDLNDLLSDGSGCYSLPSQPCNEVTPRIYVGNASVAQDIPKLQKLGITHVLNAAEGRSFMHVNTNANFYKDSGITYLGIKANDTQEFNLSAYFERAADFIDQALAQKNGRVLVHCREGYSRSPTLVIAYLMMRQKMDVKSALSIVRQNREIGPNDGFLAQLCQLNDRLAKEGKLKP
Vc quorum ag = inducers of Vibrio cholerae quorum light production without autoinducers. activation, % at 18.7 µM. AID 588436. 0.16% of 350,000 active. V. cholerae BH1578 lux reporter, luminescence, 6 h; in the data active = activation mostly above about 9.7%, no sharp cut-off; inconclusive = no clear call, values can overlap the other calls; inactive = mostly below about 3.7%; also: not every result past the cut was called active; inactives centre near 0; reference of the scale not given here
Yp Topo-I inh = inhibitors of Yersinia pestis topoisomerase I; Y. pestis Topo-I cleavage product accumulation, plate reader; 0.064% of 360,000 active; AID 504884; activity, % at 10 µM; in the data active = activity above about 50%, passing the limit was not always enough; inconclusive = no clear call, values can overlap the other calls; also: inactives centre near 2
SSB-PriA inh = inhibitors of Klebsiella pneumoniae PriA binding to SSB C-terminal tail; AID 1272365; 0.6% of 430,000 active; inhibition, % at 33 µM; AlphaScreen SSBct-PriA binding, biotinylated peptide; in the data active = inhibition mostly above about 37%, no sharp cut-off; inactive = mostly below about 20%;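 also: plate controls were negative control peptide for no effect and reference peptide for full effect; strong numbers were not always called active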
Anthrax LF prot = inhibitors of Bacillus anthracis lethal factor protease. P15917. multiplex microsphere protease cleavage assay, LF. inhibition, % at 10 µM. 0.12% of 360,000 active. AID 588501; also: plate controls were buffer without enzyme for full effect and enzyme alone for no effect
Target sequence (P15917 whole entry, looked up): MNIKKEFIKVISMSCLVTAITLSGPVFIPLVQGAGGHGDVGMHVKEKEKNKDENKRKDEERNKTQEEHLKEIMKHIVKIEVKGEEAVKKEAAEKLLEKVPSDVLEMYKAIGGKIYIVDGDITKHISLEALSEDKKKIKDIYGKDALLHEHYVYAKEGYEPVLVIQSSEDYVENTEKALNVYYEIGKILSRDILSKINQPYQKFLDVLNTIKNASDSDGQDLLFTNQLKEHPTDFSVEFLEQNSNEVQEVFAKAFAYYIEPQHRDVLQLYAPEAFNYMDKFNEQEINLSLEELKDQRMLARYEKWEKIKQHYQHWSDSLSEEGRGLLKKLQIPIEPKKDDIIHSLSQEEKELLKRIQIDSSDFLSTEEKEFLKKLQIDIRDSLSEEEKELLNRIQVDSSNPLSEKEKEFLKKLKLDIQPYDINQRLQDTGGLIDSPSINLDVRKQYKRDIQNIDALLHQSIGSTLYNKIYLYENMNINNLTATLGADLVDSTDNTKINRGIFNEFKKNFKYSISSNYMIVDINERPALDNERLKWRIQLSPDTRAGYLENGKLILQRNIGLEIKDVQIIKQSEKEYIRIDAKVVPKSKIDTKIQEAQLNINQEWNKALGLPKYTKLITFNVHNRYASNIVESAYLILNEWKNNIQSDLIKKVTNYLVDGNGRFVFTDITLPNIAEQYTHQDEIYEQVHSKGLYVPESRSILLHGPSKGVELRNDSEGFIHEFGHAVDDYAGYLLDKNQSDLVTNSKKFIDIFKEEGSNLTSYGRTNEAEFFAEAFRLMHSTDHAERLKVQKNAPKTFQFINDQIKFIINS
BoNT A protease = blocks Botulinum neurotoxin A light chain protease; multiplex microsphere protease substrate cleavage, flow cytometry; inhibition, % at 10 µM; 0.17% of 360,000 active; AID 588499; also: plate controls were buffer without enzyme for full effect and enzyme alone for no effect
CCHFV vOTU inh = CCHFV vOTU protease inhibition; Pep-AMC fluorescence; AID 651958; inhibition, % at 11.5 µM; 0.55% of 370,000 active; in the data active = inhibition above about 30%; also: 0% = vehicle wells with enzyme and 100% = no enzyme wells
PfHsp40 rescue = rescue of PfHsp40-mediated yeast toxicity; S. cerevisiae expressing PfHsp40, growth rescue, ATP luminescence; growth rescue, % at 12.5 µM; 0.68% of 340,000 active; AID 504582; in the data active = growth rescue above about 28%, passing the limit was not always enough; inconclusive = no clear call, values can overlap the other calls;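 also: yeast W303a lacking pdr1 and pdr3 grown in galactose medium; growth measured after three days at 30 °C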
Active calls of the source: *; i = inactive; ? = inconclusive; . = not tested or not shown; & = joins results of further samples. Rule as the data show it, unless noted: active = inhibition above about 30%; inconclusive = no clear call, values can overlap the other calls; inactive = below that. Only part of the results is shown (hit frequency here may not be typical).

Values run as follows: Vc quorum ag	Yp Topo-I inh	SSB-PriA inh	3CLpro inhibitor	DUSP3 inh	TcdB GH inh	CCHFV vOTU inh	Anthrax LF prot	BoNT A protease	PfHsp40 rescue
> O=C(NCc1ccccc1)c1ccc(S(=O)(=O)N2CCCc3ccccc32)cc1
    .	4	-6	4	13	.	-4	-6	6.0	7.6
> O=C(Nc1nc2c(s1)CCCC2)c1cccnc1
    -0.6	3	-7	-1	15	1.6	.	1	0.0	-1.6
> CN(C)c1ccc(CN(Cc2ccco2)C(=O)c2ccco2)cc1
    -2.0	4	32	4	7	-5.2	10	-3	-4.1	0.3
> COC(=O)c1sc(S(=O)(=O)N2CCN(c3ccccc3F)CC2)c(C(=O)OC)c1C
    i	27	-11	.	.	1.6	18	-1	-0.5	2.1
> Cc1ccc(NC(=O)c2cnccn2)nc1
    -0.9	7	-20	2	10	-0.3	-8	-2	-1.5	-0.9
> COc1ccc(NC(=O)c2sc3ncn(CC(=O)N4CCCCC4)c(=O)c3c2C)cc1OC
    -0.5	5	-13	-7	-2	1.1	-5	-3	-0.6	0.1
> O=C(c1ccc(Cl)cc1)c1cnc(Nc2ccccc2Cl)s1
    1.4	23	-9	-1	16	.	7	-1	?	-1.1
> CCOC(=O)c1csc(NC(=O)COc2ccc(Cl)cc2Cl)n1
    1.5	4	-2	5	-2	.	9	-2	-0.5	9.3
> CC1CCCC(C)N1C(=O)c1ccc(S(=O)(=O)NCc2ccco2)cc1 (stereo not drawn)
    i	14	10	-4	21	-0.1	-17	7	-2.1	0.2
> O=C(C=Cc1ccccn1)c1ccccc1O
    i	4	2	.	.	0.2	-4	-3	-0.2	1.9

Further results:
Values run as follows: Vc quorum ag	Yp Topo-I inh	SSB-PriA inh	3CLpro inhibitor	DUSP3 inh	TcdB GH inh	CCHFV vOTU inh	Anthrax LF prot	BoNT A protease	PfHsp40 rescue
> O=C(NC(=O)c1ccccc1F)OCc1ccc(Cl)cc1Cl
    -0.4	2	-22	6	18	-1.5	1	-7	-0.6	-1.3
> Cc1ncc(C(=O)Nc2ccccc2)[nH]1
    -2.9	-1	-10	.	.	2.0	6	-3	-0.2	-0.6
> CC(=O)c1ccccc1NC(=O)C1CCCN(C(=O)c2ccc(Cl)cc2)C1 (stereo not drawn)
    0.0	18	-25	.	.	0.3	2	-4	-2.0	1.4
> Cc1ccccc1-c1nnnn1C1CCS(=O)(=O)C1 (stereo not drawn)
    0.3	7	-11	0	8	1.3	-5	0	-1.2	-1.8
> CC1(C(=O)NS(=O)(=O)c2ccc(F)cc2F)CCN1C(=O)c1ccccc1 (stereo not drawn)
    -0.6	-2	.	.	.	0.3	8	-4	-0.6	.
> CCOc1ccccc1CN1CCN(C2CCSCC2)CC1CCO (stereo not drawn)
    i	-8	-7	-3	30	2.6	-1	-5	0.1	-0.9
> CCOC(=O)C(CCCCCOc1ccccc1[N+](=O)[O-])C(=O)OCC
    i	36	-12	0	-7	.	7	1	0.3	0.3
> O=C(c1cc(-c2ccccc2)n[nH]1)N1CCc2c([nH]c3ccccc23)C1c1ccccn1 (stereo not drawn)
    -0.2	1	22	5	3	-0.1	-4	-2	-0.2	2.8
> Cc1ccc(-c2nn(Cc3ccccc3)cc2/C=C/C(=O)O)cc1
    i	3	-7	2	1	.	8	-5	0.3	0.2
> C/C(=N/NC(=O)c1cc(C)[nH]n1)c1ccncc1
    -1.8	5	.	0	4	1.6	24	-23	-4.7	-1.0

The results go on.
Values run as follows: Vc quorum ag	Yp Topo-I inh	SSB-PriA inh	3CLpro inhibitor	DUSP3 inh	TcdB GH inh	CCHFV vOTU inh	Anthrax LF prot	BoNT A protease	PfHsp40 rescue
> COCCCNC(=S)Nc1ccc(C)cc1[N+](=O)[O-]
    i	-9	-3	5	20	1.9	6	-1	-1.1	5.9
> O=C(O)C1CCN(c2ncccn2)CC1
    -2.6	-1	-17	-3	32	.	-7	1	0.4	-1.5
> CC1(Cc2ccc(Cl)cc2)C(=O)Nc2ccc(S(=O)(=O)NC3CCCCC3)cc21 (stereo not drawn)
    i	3	.	.	.	1.1	18	-1	-0.9	.
> CC(=O)CSc1ccc(-c2nc3ccccc3[nH]2)cn1
    0.7	-1	-2	0	4	2.3	-1	-4	0.4	-2.1
> CCOC(=O)C1(Cc2ccccc2C(F)(F)F)CCN(C(C)CSC)CC1 (stereo not drawn)
    i	7	5	5	34	0.1	-10	4	-1.5	0.7
> COc1ccc(CCNC(=O)C2CCCN(c3ncnc4c3nc3n4CCCCC3)C2)c(OC)c1 (stereo not drawn)
    -0.4	3	6	-11	13	1.1	11	-2	-1.4	0.7
> CCOC(=O)C1(CCOc2ccccc2)CCN(Cc2ccc(-n3cccn3)cc2)CC1
    -0.2	14	-4	-3	8	0.3	0	-5	-1.6	0.3
> COc1ccc(S(=O)(=O)Nc2cccc3c2O[C@H](CN(C)S(=O)(=O)c2cccs2)[C@@H](C)CN([C@H](C)CO)C3=O)cc1
    i	-7	9	.	.	-0.8&3.3	-11	-2	-0.4	0.5
> Cc1ccccc1C(=O)c1cccn1CC(=O)NCCC1=CCCCC1
    -0.3	30	4	4	-12	-0.7	15	-2	-0.1	0.5
> O=C(NCc1ccc(F)cc1)C1CCCN1C(=O)Nc1cccc(F)c1 (stereo not drawn)
    -0.4	5	-18	-2	14	1.4	-3	.	.	-1.0

(continued)
Values run as follows: Vc quorum ag	Yp Topo-I inh	SSB-PriA inh	3CLpro inhibitor	DUSP3 inh	TcdB GH inh	CCHFV vOTU inh	Anthrax LF prot	BoNT A protease	PfHsp40 rescue
> Cc1ccc2nc(-c3ccc(NC(=O)CN4CCN(C(=O)c5ccco5)CC4)cc3)sc2c1
    -0.3	-3	12	-1	28	.	-51	-3	0.7	-2.0
> O=C(CSc1ncccn1)n1c2c(c3ccccc31)CCCC2
    i	37	1	6	3	3.8	3	-9	-8.4	1.7
> CCOc1ccccc1-n1nnnc1SCC(=O)O
    -0.6	5	-10	0	21	0.1	1	-3	-0.5	-0.1
> CCOc1ccccc1NC(=O)CSc1nc(=O)n(CCCN2CCOCC2)c2c1CCCC2
    -14	32	-10	.	.	-3.6	-11	3	-2.1	1.3
> O=C(CSc1ccccc1)Nc1nnc(-c2ccco2)o1
    i	4	-14	.	.	-0.6	-7	8	3.8	-0.1
> c1ccc(C2(N3CCCCC3)CCCCC2)cc1
    0.9	7	4	.	.	0.7	-5	-4	0.3	0.9
> Cc1ccc(C)c(Sc2ccc(S(=O)(=O)Nc3ccc(C(=O)O)cc3)cc2)c1
    i	7	5	.	.	-4.4	11	11	1.4	5.2
> Cc1cc(C)c2cc(CN(CCO)C(=O)Nc3ccc(F)cc3)c(=O)[nH]c2c1
    i	12	1	4	17	.	5	-4	-0.2	-1.3
> COC(=O)c1cc[n+](CC(=O)c2ccccc2)cc1
    i	1	-6	-3	0	.	-8	3	0.7	1.3
> CN1CCN(/N=C/c2nc(-c3ccccc3Cl)n3ccccc23)CC1
    -0.8	-5	.	1	16	.	4	0	0.1	-0.4

Entries of single compounds, quoted from the list:
Entry for `c1ccc(C2(N3CCCCC3)CCCCC2)cc1` → Vc quorum ag = 0.9; Yp Topo-I inh = 7; SSB-PriA inh = 4; 3CLpro inhibitor = .; DUSP3 inh = .; TcdB GH inh = 0.7; CCHFV vOTU inh = -5; Anthrax LF prot = -4; BoNT A protease = 0.3; PfHsp40 rescue = 0.9
Entry for `Cc1ccc2nc(-c3ccc(NC(=O)CN4CCN(C(=O)c5ccco5)CC4)cc3)sc2c1` → Vc quorum ag = -0.3; Yp Topo-I inh = -3; SSB-PriA inh = 12; 3CLpro inhibitor = -1; DUSP3 inh = 28; TcdB GH inh = .; CCHFV vOTU inh = -51; Anthrax LF prot = -3; BoNT A protease = 0.7; PfHsp40 rescue = -2.0

Next section
Values run as follows: Vc quorum ag	Yp Topo-I inh	SSB-PriA inh	3CLpro inhibitor	DUSP3 inh	TcdB GH inh	CCHFV vOTU inh	Anthrax LF prot	BoNT A protease	PfHsp40 rescue
> Cc1ccnc(NC(=O)c2ccc3c(c2)C(=O)N(CC2CCCO2)C3=O)c1 (stereo not drawn)
    -0.3	-3	-12	-1	26	0.7	5	-1	0.4	-0.1
> CCN(CC)S(=O)(=O)c1ccc(-c2nnc(SCC(=O)N3c4ccccc4CC3C)n2CC)cc1 (stereo not drawn)
    -2.7	8	6	0	21	.	-2	-1	0.3	3.7
> Cc1ccc(NC2=C/C(=N/S(=O)(=O)c3cccs3)c3ccccc3C2=O)cc1C
    i	5	.	5	-1	0.4	1	0	-0.5	-1.0
> C(=Nn1cnnc1)c1ccc2c(c1)CCC2
    i	1	.	.	.	0.7	13	-2	-0.4	.
> COc1cccc(NC(=O)CN(C)C(=O)CSC(=S)N2CCCC2)c1
    -0.8	9	-14	.	.	1.3	-2	-9	-28	-0.1
> CCOc1ccc(Nc2c3ccccc3nc3ccccc23)cc1
    -3.3	-29	40	-2	20	2.2	-27	-5	-0.8	-0.5
> O=S(=O)(NCCc1ccncc1)c1cc(Br)ccc1F
    i	1	-1	0	13	.	7	-3	-0.4	1.1
> CSCCC(c1nnnn1C1CCCCC1)N1CCC2(CC1)C(=O)NCN2c1ccccc1 (stereo not drawn)
    .	.	.	.	.	1.2	1	3	-0.5	.
> Cc1cc(C(C#N)c2ccccc2)n2ncnc2n1 (stereo not drawn)
    i	-4	-10	-1	39	.	10	0	-0.1	1.5
> O=C(COC(=O)c1ccccc1)c1ccc2c(c1)OCCO2
    1.5	5	-30	.	.	1.5	-16	-3	-2.1	1.1

Next section:
Values run as follows: Vc quorum ag	Yp Topo-I inh	SSB-PriA inh	3CLpro inhibitor	DUSP3 inh	TcdB GH inh	CCHFV vOTU inh	Anthrax LF prot	BoNT A protease	PfHsp40 rescue
> COc1ccc(OCC(=O)Nc2ccc(S(=O)(=O)N(C)c3ccccc3)cc2)cc1
    i	3	0	5	13	2.5	-1	-1	-0.1	8.3
> CN(Cc1cnn(-c2ccc(F)cc2)c1)C(=O)[C@H]1O[C@@H](n2cnc3c(N)ncnc32)[C@H](O)[C@@H]1O
    .	.	.	.	.	1.0	8	4	-0.7	.
> Cc1cc(C)nc(N=Nc2c(O)n(Cc3ccc(Cl)cc3)c3ccccc23)n1
    -0.2	20	8	-2	8	.	-12	0	-1.1	2.3
> CCc1ccc(NC(=O)C(=O)NNC(=O)c2cccc(OC)c2)cc1
    -0.6	-11	-2	7	38	1.0	2	-1	-1.5	0.9
> COc1ccc(CN2CCC(N3CC(C)OC(C)C3)CC2)c(OC)c1OC (stereo not drawn)
    i	-2	-8	7	1	1.3	-2	7	1.1	-0.2

Entries listed so far that contain a thiophene ring, fused or not, in the order listed:
Values run as follows: Vc quorum ag	Yp Topo-I inh	SSB-PriA inh	3CLpro inhibitor	DUSP3 inh	TcdB GH inh	CCHFV vOTU inh	Anthrax LF prot	BoNT A protease	PfHsp40 rescue
> COC(=O)c1sc(S(=O)(=O)N2CCN(c3ccccc3F)CC2)c(C(=O)OC)c1C
    i	27	-11	.	.	1.6	18	-1	-0.5	2.1
> COc1ccc(NC(=O)c2sc3ncn(CC(=O)N4CCCCC4)c(=O)c3c2C)cc1OC
    -0.5	5	-13	-7	-2	1.1	-5	-3	-0.6	0.1
> COc1ccc(S(=O)(=O)Nc2cccc3c2O[C@H](CN(C)S(=O)(=O)c2cccs2)[C@@H](C)CN([C@H](C)CO)C3=O)cc1
    i	-7	9	.	.	-0.8&3.3	-11	-2	-0.4	0.5
> Cc1ccc(NC2=C/C(=N/S(=O)(=O)c3cccs3)c3ccccc3C2=O)cc1C
    i	5	.	5	-1	0.4	1	0	-0.5	-1.0

Screens as filed in PubChem.
